From PubChem
HTR5A inv ag = HTR5A inverse agonists in luminescence cell assay, primary screen, counter-screen for OPRM1-OPRD1 heterodimer inverse agonist project, full-deck HTS; inhibition, % at 9.3 µM; 340,000 compounds, 0.083% hits; 5-hydroxytryptamine receptor 5A (Homo sapiens), P47898; AID 504634, 2011; HTR5A cell line, inverse agonism; in the data active = inhibition mostly above about 23%, no sharp cut-off; inactive = mostly below about 18%;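 also: 0% = cells with DMSO and 100% = no-cell wells with DMSO; some compounds called inactive have numbers as strong as hits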
phage Ecoli inh = growth loss of phage-infected E. coli, primary screen, RecBCD inhibitor project, absorbance, with phage, HTS; inhibition, % at 11.9 µM; 360,000 compounds, 0.26% hits; AID 651602, 2012; in the data active = inhibition above about 11%
Pemphigus Ab inh = inhibitors of pemphigus antibody binding to DSG3, primary screen, biochemical, bead-based, flow cytometry, scFv-GFP | Desmoglein-3 (Homo sapiens), P32926 | DSG3-coupled beads, scFv-anti-DSG3-GFP binding; active compounds read low | binding (percent of control), % at 10 µM | 310,000 compounds, 0.48% hits | AID 588358, 2011;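 active = binding more than 3 SD below its plate's average and above zero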;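 also: hits lower antibody fragment binding to DSG3; some compounds called inactive have numbers as strong as hits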
Target sequence (P32926 whole entry, looked up, the tested form may be a part): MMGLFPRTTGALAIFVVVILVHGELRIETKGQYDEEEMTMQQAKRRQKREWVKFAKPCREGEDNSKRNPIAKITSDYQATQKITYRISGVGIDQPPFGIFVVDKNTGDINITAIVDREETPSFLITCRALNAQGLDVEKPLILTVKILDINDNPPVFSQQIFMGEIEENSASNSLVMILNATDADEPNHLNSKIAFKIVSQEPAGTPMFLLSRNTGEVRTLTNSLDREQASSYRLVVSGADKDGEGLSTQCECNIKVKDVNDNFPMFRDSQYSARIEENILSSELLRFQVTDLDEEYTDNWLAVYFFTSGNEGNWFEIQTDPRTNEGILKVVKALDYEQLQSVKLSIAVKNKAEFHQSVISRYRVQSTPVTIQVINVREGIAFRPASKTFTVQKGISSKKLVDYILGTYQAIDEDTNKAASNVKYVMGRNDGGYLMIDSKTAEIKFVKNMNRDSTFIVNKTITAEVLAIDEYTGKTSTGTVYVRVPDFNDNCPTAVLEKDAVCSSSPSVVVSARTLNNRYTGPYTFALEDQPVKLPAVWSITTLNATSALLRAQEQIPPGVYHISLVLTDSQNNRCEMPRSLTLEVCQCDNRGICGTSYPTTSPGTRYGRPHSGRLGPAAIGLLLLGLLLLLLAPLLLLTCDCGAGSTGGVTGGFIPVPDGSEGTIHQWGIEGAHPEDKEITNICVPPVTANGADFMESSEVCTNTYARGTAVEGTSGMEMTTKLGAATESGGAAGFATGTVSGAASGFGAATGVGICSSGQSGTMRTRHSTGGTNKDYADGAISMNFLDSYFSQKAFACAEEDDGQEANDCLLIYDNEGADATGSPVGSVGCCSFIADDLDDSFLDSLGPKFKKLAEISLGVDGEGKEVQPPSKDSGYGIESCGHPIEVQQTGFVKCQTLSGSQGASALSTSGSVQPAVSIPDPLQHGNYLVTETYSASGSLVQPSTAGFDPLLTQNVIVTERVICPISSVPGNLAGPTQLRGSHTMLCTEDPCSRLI
MOR-DOR inv ag = inverse agonists of MOR-DOR heterodimerization, primary screen, cell-based, luminescence; AID 504357, 2011; inhibition, % at 9.3 µM; 340,000 compounds, 0.21% hits; cell-based MOR-DOR heterodimer luminescence, inverse agonism; in the data active = inhibition above about 22%, passing the limit was not always enough;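 also: 0% = cells with DMSO and 100% = wells without cells with DMSO; values of inactives mirror those of a sister screen read the other way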
PKA-R1A activ = activators of PKA-R1A holoenzyme, primary screen, biochemical, fluorescence polarization, Cy5-IP20, bovine R1A, mouse PKAc. cAMP-dependent protein kinase type I-alpha regulatory subunit (Bos taurus) + …. PKA-R1A dissociation; scaled: DMSO 0%, 113 µM cGMP 100%. activation, % at 11.4 µM. 340,000 compounds, 0.083% hits;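 active = percent activation above the mean of all tested compounds plus 3 SD, cut at about 19% in these data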;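 also: higher means more PKAc released from R1A so a rise in polarization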
Mot1-301 SUMO = yeast Mot1-301 growth rescue at high temperature, primary screen, SUMOylation pathway inhibitor project, S. cerevisiae, ATP luminescence, 38.5C; S. cerevisiae Mot1-301 growth rescue; percent above DMSO median, 100 means doubled; growth rescue, % at 18.8 µM; 320,000 compounds, 1% hits;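 active = every valid replicate shows activation above 250% relative to neutral control wells; inactive = the rest, any valid replicate at or below 250%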;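 also: OY570 slx delta 5 strain wells were the positive control but not used for scaling; some compounds called inactive have numbers as strong as hits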
AddAB inh = growth inhibition of E. coli expressing H. pylori AddAB, primary screen, AddAB inhibitor project, absorbance | inhibition, % at 11.9 µM | 330,000 compounds, 0.29% hits | AID 435030, 2010; in the data active = inhibition above about 12%;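 also: 0% = vehicle wells of infected cells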
MOR-DOR ag = agonists of OPRM1-OPRD1 heterodimerization, primary screen, cell-based, luminescence; Mu-type opioid receptor (Homo sapiens) + Delta-type opioid receptor (Homo sapiens), …; cells; activation, % at 9.3 µM; 340,000 compounds, 0.3% hits; AID 504326, 2011; in the data active = activation above about 18%;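 also: 0% = vehicle-treated cells and 100% = reference agonist; values of inactives mirror those of a sister screen read the other way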
HTR5A ag = HTR5A agonists in luminescence cell assay, primary screen, counter-screen for OPRM1-OPRD1 heterodimer agonist project, full-deck HTS. 5-hydroxytryptamine receptor 5A (Homo sapiens), P47898. cell-based. activation, % at 9.3 µM. 340,000 compounds, 0.61% hits; in the data active = activation mostly above about 9.5%, no sharp cut-off; inactive = mostly below about 7.6%;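 also: 0% = cells with vehicle only and 100% = reference agonist; strong numbers were not always called active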
E coli growth = E. coli V3065 growth inhibition, primary screen, counter-screen for AddAB inhibitor project, absorbance, OD600; 18 h; inhibition, % at 11.9 µM; 330,000 compounds, 0.27% hits;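 active = inhibition above the campaign's mean inhibition across all tested compounds plus 3 SD, cut at about 9.9% in these data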;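 also: uninfected addAB+ strain grown without phage in ampicillin broth; 0% = DMSO wells and 100% = ciprofloxacin 0.95 µg/ml wells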
PfHsp90 yeast 2 = growth inhibition of PfHsp90-expressing yeast, primary screen, antimalarial PfHsp90 inhibitor project, S. cerevisiae, BacTiter-Glo luminescence, single point, set 2. 310,000 compounds, 0.32% hits. AID 504621, 2011. inhibition, % at 9.4 µM. BacTiter-Glo ATP, 48 h; yeast lacking PDR1 and PDR3 efflux regulators;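 active = every replicate shows inhibition above about 80%, whatever the replicate mean, limit read from the data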;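 also: 0% = DMSO neutral controls and 100% = 20 µM radicicol positive controls; yeast relying on Plasmodium falciparum Hsp90 in place of its own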
Active calls of the source: *; i = inactive; . = no result given. Random draw from the library; any-hit rate near 3.2%.

Values run as follows: HTR5A ag	E coli growth	PKA-R1A activ	MOR-DOR inv ag	Mot1-301 SUMO	MOR-DOR ag	phage Ecoli inh	AddAB inh	Pemphigus Ab inh	HTR5A inv ag	PfHsp90 yeast 2
CN(CC(=O)Nc1cccc(Cl)c1)S(=O)(=O)c1ccc2[nH]c(=O)oc2c1
 : -2	-1.9	-7	12	11	-2.2	-1.9	-0.9	96	7	0
CC1=NN(C(N)=S)C(=O)C1N=Nc1ccccc1Cl (centres undefined)
 : -3	1.4	2	7	10	-1.4	1.9	4.3	91	-21	-22
COc1ccc(-c2cc(=O)c(C(=O)c3ccc(C)cc3)n[nH]2)cc1
 : 1	-0.7	-7	6	-8	-1.0	2.3	3.1	96	-4	-48
COc1ccc(C(=O)Oc2cc(/C=N/NS(=O)(=O)c3ccccc3)ccc2OC)cc1
 : 2	-0.8	-8	7	1	-1.7	1.1	3.4	.	-4	2
CCn1c(SCC(=O)NC(=O)NCc2ccco2)nc2sc(C)c(C)c2c1=O
 : -4	-0.6	1	3	.	-0.6	1.3	1.3	98	11	-16
CCOC(=O)C1(CCOc2ccccc2)CCN(Cc2cnc(C)[nH]2)CC1
 : 1	-3.3	1	0	7	0.1	4.1	-1.0	104	-2	-30
O=C(Nc1cccc(-c2nnco2)c1)c1cccs1
 : 2	-0.1	3	3	45	-0.7	4.8	2.1	.	-4	7
O=C(OCC(=O)N1CCc2ccccc21)c1nc(Cl)ccc1Cl
 : 2	1.9	-14	1	10	-0.1	3.9	2.4	107	-31	3
O=C(c1ccc2c(c1)OCO2)N(CC1CCCO1)C1(C(=O)NC2CCCC2)CCCCC1 (centres undefined)
 : 0	-0.6	-13	11	-11	-1.9	6.2	-1.7	74	-14	-6
CCCC(=O)Nc1c(-c2cccs2)c(=O)c2ccccc2n1C
 : -4	1.9	1	9	-9	-1.8	3.2	2.1	96	0	-27
CC(=O)NC(CC(=O)NCC(c1ccco1)N(C)C)c1ccccc1 (centres undefined)
 : 4	-0.3	3	i	91	195*	-0.6	0.0	100	-43	13
COc1cccc(N2CC(C(=O)Oc3ccc4ccccc4c3)CC2=O)c1 (centres undefined)
 : -2	0.7	-2	-12	-20	2.7	3.3	3.8	101	6	-14
CCNC(=O)NC(=O)C(C)Sc1nc2cc(C(=O)OC)ccc2c(=O)n1-c1ccccc1 (centres undefined)
 : -8	-0.7	3	9	-7	-1.7	2.3	3.2	108	17	.
Cc1c(Cc2ccccc2)c(=O)oc2cc(OCC(=O)N3CCC(C(N)=O)CC3)ccc12
 : 7	-1.7	-1	11	7	-2.1	1.1	3.5	101	15	3
Cc1ccc(S(=O)(=O)N2CCCOC2CNC(=O)C(=O)NCc2ccco2)cc1 (centres undefined)
 : -5	-0.8	4	6	.	-1.2	-0.3	3.0	96	17	-4
O=C(C1CCN(Cc2nc(Cc3cccc(F)c3)no2)CC1)N1CCOCC1
 : -4	1.4	11	8	-7	-1.6	-0.4	2.3	99	10	-10
Cc1cccc(NC(=O)COC(=O)c2ccc(S(=O)(=O)N3CCCCCC3)cc2)c1
 : 2	.	-4	-7	.	1.1	4.6	.	99	-25	2
CC(=O)N1CCc2ccc(S(=O)(=O)N3CCc4ccccc43)cc21
 : 0	1.3	-16	7	13	-1.4	1.1	1.4	98	0	11
CCc1cccc(CC)c1NC(=S)N1CCn2cccc2C1c1cccnc1 (centres undefined)
 : 4	1.4	1	8	-9	-1.5	2.0	1.9	104	-14	-5
COc1cccc(Sc2ccccc2/C=N/NC(N)=O)c1
 : 5	-1.3	-1	0	-1	-0.1	2.9	2.1	38*	5	10
CCc1cc(Cn2nc(-c3ccccc3)cc2C(=O)NCC2CC2)on1
 : -2	-0.1	1	-1	40	0.1	3.0	5.5	104	-6	-1
COCCn1c(C)cc(C(=O)COc2cccnc2[N+](=O)[O-])c1C
 : 4	-0.1	-10	14	15	-2.6	1.9	1.2	97	16	-19
CSCC[C@@H](C(=O)NCCCCCCCCCCC(=O)N1CCNCC1)n1cc(CCO)nn1
 : 11	0.0	-13	5	-5	-0.8	1.6	0.5	106	-32	16
Cc1snnc1C(=O)NC(=S)Nc1ccccc1
 : 5	0.2	6	17	25	-3.3	-0.3	-1.3	98	-15	-6
CCC(c1nnc(SCC(=O)Nc2ccc(N3CCOCC3)cc2)n1Cc1ccccc1)N(C)C (centres undefined)
 : 0	5.7	0	-22	-18	3.4	1.2	11	104	-14	3
COc1c(C)cc(C(=O)C2CCCN(C(=O)CCc3scnc3C)C2)cc1C (centres undefined)
 : -1	0.8	1	10	-7	-2.0	1.4	1.5	100	0	0
O=C(NCc1cccc(Cl)c1)c1ccc(CS(=O)Cc2ccc(Cl)cc2)o1 (centres undefined)
 : 5	0.1	9	0	6	0.1	3.5	2.1	.	15	3
CCOC(=O)N1CCN(C(=O)CSc2nnc(-c3ccc(C)c(C)c3)o2)CC1
 : -5	-0.7	-3	-1	19	0.3	3.9	2.2	110	13	-35
O=C(CCC(=O)OCc1cccc([N+](=O)[O-])c1)Nc1ccc(F)cc1
 : 2	-1.5	-1	-2	6	0.3	5.8	-0.2	104	-14	11
COCCN(C(=O)CSc1nnc(-c2ccccc2F)o1)c1c(N)n(CC(C)C)c(=O)[nH]c1=O
 : 1	0.7	-6	15	-19	-2.3	0.7	1.9	107	12	.
Cc1cc(C(=O)Nc2sc3c(c2C#N)CCC(C)C3)no1 (centres undefined)
 : 0	1.1	2	0	6	-0.1	2.4	0.3	92	-25	-19
COc1ccc(CNS(=O)(=O)c2ccc(S(=O)(=O)NC3CC3)cc2)cc1
 : 6	-0.6	3	-13	84	1.5	1.8	3.1	103	10	8
NC(=O)NC(=O)CN1C(=O)NC(c2ccccc2)(c2ccccc2)C1=O
 : 11	0.6	3	10	188	-1.5	0.6	1.8	.	-31	1
O=C(CNC(=O)c1ccco1)NCC(=O)OCc1cccc(Cl)c1
 : -1	-0.6	11	-11	10	2.1	3.3	-1.0	103	20	7
Cc1ccc(CN2CCSc3ccc(C(=O)NCc4cccnc4)cc32)cc1
 : -5	-3.7	-7	0	-14	0.0	5.3	-3.3	86	12	7
COc1ccccc1NC(=O)CN1C(=O)COc2ccc(S(=O)(=O)N3CCOCC3)cc21
 : 7	0.7	0	13	21	-2.6	2.2	4.7	109	11	-1
N[C@@H](CO)c1nnc([C@H](Cc2ccc(O)cc2)NC(=O)C2CCNCC2)o1
 : 9	-1.7	7	6	5	-1.0	0.0	2.3	98	7	19
COC[C@@H]1NS(=O)(=O)c2ccc(Br)cc2O[C@H]1c1ccccc1
 : 2	.	-3	5	.	-1.1	1.8	.	100	-6	-10
COc1ccc(S(=O)(=O)NC(C)C(=O)NCc2ccncc2)cc1OC (centres undefined)
 : 3	-2.8	-15	-10	169	1.2	-0.2	0.7	90	-9	0
COc1ccc(/C=N/NC(=O)c2ccn[nH]2)cc1CSc1ccccn1
 : -1	1.6	5	9	-1	-1.7	1.1	2.0	94	4	-13
O=C(CSc1nnc2ccccn12)Nc1cccc(S(=O)(=O)N2CCOCC2)c1
 : 3	-1.3	-6	10	5	-1.9	3.4	2.1	121	-16	-17
CCOC(=O)CSc1nc2ccsc2c(=O)[nH]1
 : 4	-1.6	1	13	120	-2.6	2.6	0.2	100	-10	-3
COc1cc2c(c(OC)c1OC)-c1c(cc(OC)c(OC)c1OC)C[C@](C)(O)[C@@H](C)C2
 : 1	-0.3	1	7	-3	-1.2	0.8	3.0	108	-8	.
Cc1ccc(N(C)C(=O)CCNC(=O)Cn2cnc3ccccc3c2=O)cc1C
 : 4	-2.4	-3	1	-4	-0.2	-0.1	3.5	.	0	2
O=C(COC(=O)CCN1C(=O)c2ccccc2C1=O)Nc1ccc(S(=O)(=O)N2CCCC2)cc1
 : 5	0.2	6	11	-21	-2.0	4.4	-1.7	101	0	1
Nc1ccn(-c2ccc(Cl)cc2)c(=O)c1
 : 3	1.5	-5	5	1	-0.8	3.8	-1.1	106	-13	12
O=C(Nc1ccc(F)cc1)c1ccccc1S(=O)(=O)c1ccccc1[N+](=O)[O-]
 : 4	-4.6	10	-11	-2	2.0	4.7	1.2	94	-6	11
CCCCCn1c(=O)[nH]c2cc(C(=O)NCCCN(CC)CC)ccc2c1=O
 : 4	-0.6	-1	9	57	-1.5	2.2	0.7	.	-11	.
Cc1[nH]c2ccc(C(=O)N3CCN(Cc4ccccc4)CC3)cc2c1C
 : -3	-1.6	4	-13	8	2.8	1.8	-1.5	98	10	3
C[C@H]1CN([C@@H](C)CO)C(=O)Cc2cc(NC(=O)CCC(F)(F)F)ccc2O[C@H]1CN(C)C(=O)Nc1ccc(F)cc1
 : 2	-0.1	0	12	154	-2.1	4.1	5.6	.	3	-4
O=C1NCC(O)=C1C=NCCCO
 : 3	-3.7	0	3	-19	-0.5	1.2	0.2	106	4	7
CCOC(=O)C1=CNS(=O)(=O)NC1c1ccc(OC(C)=O)cc1 (centres undefined)
 : 0	-0.9	0	17	.	-3.5	1.6	-0.1	108	0	-12
Cc1cc(NC(=O)CCC(=O)N(Cc2ccco2)C2(C(=O)NC3CCCCC3)CCCC(C)C2)no1 (centres undefined)
 : -5	0.4	-6	6	-1	-1.1	1.7	5.1	104	15	-10
CCCCOP(=O)(OCCCC)C(O)c1ccc(N(C)C)cc1 (centres undefined)
 : 4	-0.3	0	8	20	-1.5	2.6	0.4	114	-18	7
CC(C)CC(=O)NC(=S)Nc1ccc(N2CCCC2)c(Cl)c1
 : .	-0.9	.	.	0	.	0.9	0.3	97	.	15
Cc1ccc(C)c(OCCC(=O)OCC(=O)NC(=O)NC2CCCCC2)c1
 : -1	0.5	7	-47	.	8.8	2.1	0.1	96	4	.
COc1ccccc1N1CCN(C(=O)c2ccc(Cl)c(S(=O)(=O)N3CCOCC3)c2)CC1
 : -3	1.8	-4	18	9	-3.4	0.5	0.1	.	-26	3
CCOc1ccc(NS(=O)(=O)c2ccc(C(=O)NCCCN3CCCC3=O)cc2)cc1
 : 2	-1.3	-3	6	19	-1.1	1.0	0.9	104	11	-14
CSc1nc(S(C)(=O)=O)nc2[nH]c(=O)[nH]c12
 : 1	.	-1	9	.	-1.8	1.8	.	96	-3	.
